Screening results as filed in PubChem.
Bcl-W Bim block: disrupts Bim peptide binding to human Bcl-W. Q92843. bead-based flow cytometry. inhibition, % at 10 µM. actives 0.02% (n = 190,000). AID 952;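 further: 0% = bound tracer without compound and 100% = peptide blocker; higher means less fluorescent Bim peptide bound to Bcl-W beads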
Cdc42 wt: modulators (inhibitors or activators) of GTP binding to human Cdc42 wildtype. P60953. percent activity (GTP binding), % at 10 µM. GST-Cdc42 beads, Bodipy-GTP binding, flow cytometry; actives lie on both sides. actives 0.2% (n = 190,000);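 active means percent activity GTP binding at least 20 points away from the 100% baseline, either down as inhibitor or up as activator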;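 further: median bead fluorescence of bound Bodipy-FL-GTP at 100 nM; 0% = excess unlabeled GTP control and 100% = no compound control; below 100% means less GTP binding so inhibitor and above means activator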
Target sequence (P60953 whole entry, looked up): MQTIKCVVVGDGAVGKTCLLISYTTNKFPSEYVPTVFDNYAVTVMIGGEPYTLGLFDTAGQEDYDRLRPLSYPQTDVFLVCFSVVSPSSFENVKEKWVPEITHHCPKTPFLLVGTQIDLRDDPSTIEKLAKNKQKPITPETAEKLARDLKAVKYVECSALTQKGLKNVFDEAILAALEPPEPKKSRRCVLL
Rac1 wt modul: human Rac1 wildtype GTP binding, inhibitors and activators | P63000 | GST-Rac1 beads, fluorescent GTP binding, flow cytometry; actives lie on both sides; 0 = cold GTP competed, 100 = untreated | GTP binding activity (% of control), % at 10 µM | actives 0.27% (n = 190,000) | AID 757;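 active means GTP binding activity at least 20 points away from the 100% control level, either lower or higher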
Bfl-1 Bim block: disrupts Bim binding to human Bfl-1 | Q16548 | Bead-based flow cytometry, Bim-Bfl-1 binding inhibition | inhibition, % at 10 µM | actives 0.12% (n = 190,000) | AID 1008;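 further: 0% = wells without compound plus tracer and 100% = blocker peptide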
Bcl-XL Bim block: disrupts Bim peptide binding to human Bcl-XL; Q07817; bead flow cytometry, fluorescence; inhibition, % at 10 µM; actives 0.04% (n = 190,000)
Target sequence (Q07817 whole entry, looked up): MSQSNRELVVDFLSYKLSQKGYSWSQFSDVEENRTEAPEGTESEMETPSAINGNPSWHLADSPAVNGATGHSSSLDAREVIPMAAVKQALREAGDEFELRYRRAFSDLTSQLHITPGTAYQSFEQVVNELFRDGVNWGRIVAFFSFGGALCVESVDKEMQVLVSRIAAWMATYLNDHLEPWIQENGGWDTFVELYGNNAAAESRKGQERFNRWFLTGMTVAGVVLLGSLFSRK
Bcl-B Bim block: inhibitors of Bim-Bcl-B interaction, human. Q9HD36. bead-based flow cytometry, Bim peptide-Bcl-B binding. inhibition, % at 10 µM. actives 0.073% (n = 190,000). AID 951;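 further: 0% = tracer peptide without compound and 100% = reference inhibitor peptide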
Rab7 wt GTP bind: alters GTP binding to wildtype dog Rab7; GST-Rab7 beads, fluorescent GTP binding, flow cytometry; actives lie on both sides; untreated = 100%, excess cold GTP = 0%; GTP binding activity (percent of control), % at 10 µM; actives 0.055% (n = 190,000); AID 758;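 active means fluorescent GTP binding to Rab7 beads changed by at least 20 points from the 100% baseline, either direction, mostly lower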;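 further: median green fluorescence of bound Bodipy-FL-GTP per Rab7 bead population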
Bcl-2 Bim block: inhibitors of Bim-Bcl-2 interaction, human; P10415; Bead-based flow cytometry, Bim peptide-Bcl-2 binding; inhibition, % at 10 µM; actives 0.06% (n = 190,000); AID 950; in the data active means inhibition above about 40%;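 further: 0% = no compound wells with probe peptide and 100% = reference peptide inhibitor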
Target sequence (P10415 whole entry, looked up): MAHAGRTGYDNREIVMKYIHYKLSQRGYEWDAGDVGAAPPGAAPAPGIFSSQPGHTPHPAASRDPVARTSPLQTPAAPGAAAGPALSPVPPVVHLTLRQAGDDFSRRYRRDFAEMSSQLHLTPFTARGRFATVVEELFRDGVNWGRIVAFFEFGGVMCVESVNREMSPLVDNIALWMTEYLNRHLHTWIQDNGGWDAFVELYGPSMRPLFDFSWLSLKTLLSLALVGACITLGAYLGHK
Rac1 mut GTP: human Rac1 activated mutant GTP binding change | P63000 | GST-Rac1 activated beads, fluorescent GTP binding, flow cytometry; actives lie on both sides; 100% means binding = to untreated wells | percent activity (GTP binding), % at 10 µM | actives 0.11% (n = 190,000) | AID 764;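 active means GTP binding at least 20 percentage points away from the 100% baseline, in either direction, so actives lie on both sides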
HRas wt GTP: human HRas wildtype GTP binding, change in either direction; actives 0.14% (n = 190,000); GST-Ras wt beads, Bodipy-FL-GTP binding, flow cytometry; actives lie on both sides; P01112; GTP binding activity, % at 10 µM;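 active means GTP binding activity at least 20% away from the 100% baseline, either lowered as inhibitor or raised as activator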;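 further: 0% = unlabeled GTP competition control and 100% = no-compound control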
Target sequence (P01112 whole entry, looked up): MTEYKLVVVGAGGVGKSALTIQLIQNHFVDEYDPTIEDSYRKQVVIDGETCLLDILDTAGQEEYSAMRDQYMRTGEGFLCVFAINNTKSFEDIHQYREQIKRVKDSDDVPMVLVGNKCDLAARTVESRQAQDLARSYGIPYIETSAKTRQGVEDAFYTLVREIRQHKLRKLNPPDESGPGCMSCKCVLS
Rab2 wt GTP: changes GTP binding to wildtype dog Rab2A, up or down | GST-Rab2 wt beads, Bodipy-GTP binding, flow cytometry | GTP binding activity, % at 10 µM | actives 0.19% (n = 190,000);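 active means GTP binding activity at least 20 points away from 100%, either lowered or raised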;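 further: 0% = beads with excess unlabeled GTP and 100% = no-compound control corrected for plate trend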
Numbers without * were called inactive; x = not tested or not shown. Unless noted, no stated cut-off is given here; in the data, active means inhibition above about 40%.

nr	Compound	HRas wt GTP	Bcl-XL Bim block	Rac1 mut GTP	Cdc42 wt	Bfl-1 Bim block	Rac1 wt modul
1	Cc1ccc(Nc2nc(Oc3ccc(OCc4ccccc4)nn3)nc(N3CCOCC3)n2)cc1	102.0	-9.0	103.0	105.0	-22.0	105.0
2	CCCOc1ccc(CSc2nnc(CCC)n2N)cc1	107.0	-1.0	99.0	109.0	0.0	110.0
3	CCCc1cc(=O)oc2cc(OCC(=O)NCc3cccs3)ccc12	99.0	-5.0	98.0	100.0	-5.0	100.0
4	O=C(Nc1c(C(=O)N2CCOCC2)cnn1-c1ccccc1Cl)c1ccco1	98.0	0.0	95.0	101.0	-6.0	101.0
5	COC(=O)c1ccsc1NC(=O)CN1CCN(c2ccc(F)cc2)CC1	101.0	-6.0	100.0	103.0	-14.0	104.0
6	COc1cccc2cc(C(=O)N3CCC(C)CC3)c(=O)oc12	99.0	-6.0	99.0	100.0	-10.0	99.0
7	COC(=O)c1ccccc1N(C)C(=O)C12CCC(C)(C(=O)O1)C2(C)C (stereo not given)	98.0	-4.0	98.0	99.0	-9.0	97.0
8	N#C/C(=C\c1cccnc1)C(=O)Nc1cccc(Cl)c1	92.0	-5.0	88.0	84.0	-7.0	83.0
9	CC1CCN(C(=S)NC2CCCCC2)CC1	99.0	10.0	96.0	96.0	-6.0	97.0
10	C/C(=N\NC(=O)c1ccco1)c1cc2ccccc2o1	94.0	-1.0	95.0	91.0	-10.0	93.0
11	CCn1c(CNc2ccc(Cl)cc2)nnc1SCc1ccc(Cl)cc1	99.0	-3.0	96.0	101.0	2.0	103.0
12	COC(=O)C1=C(N)Oc2cc(C)n(CC3CCCO3)c(=O)c2C1c1ccc(Cl)cc1 (stereo not given)	105.0	-3.0	101.0	103.0	-6.0	104.0
13	COc1cccc(NC(=O)Cn2cnc3sc(C)c(S(=O)(=O)N4CCCCC4)c3c2=O)c1	100.0	-2.0	101.0	106.0	-11.0	105.0
14	CCOC(=O)c1c(C)[nH]c(C(=O)COC(=O)COc2ccccc2C=O)c1C	100.0	-3.0	98.0	97.0	-8.0	102.0
15	COc1ccc(-c2cc(C(F)F)n3ncc(C(=O)Nc4c(C)n(C)n(-c5ccccc5)c4=O)c3n2)cc1	94.0	0.0	96.0	93.0	-4.0	92.0

nr	Bcl-W Bim block	Rab7 wt GTP bind	Bcl-B Bim block	Bcl-2 Bim block	Rab2 wt GTP
1	0.0	97.0	-10.0	-16.0	102.0
2	0.0	107.0	1.0	-2.0	103.0
3	0.0	100.0	-2.0	-1.0	96.0
4	0.0	97.0	-8.0	-4.0	96.0
5	-1.0	102.0	-7.0	-14.0	103.0
6	0.0	98.0	-3.0	-6.0	100.0
7	0.0	99.0	-5.0	-6.0	99.0
8	-5.0	103.0	-5.0	-5.0	92.0
9	0.0	96.0	-14.0	-9.0	95.0
10	0.0	95.0	0.0	-4.0	93.0
11	-4.0	98.0	-8.0	-4.0	98.0
12	-4.0	100.0	-3.0	-7.0	102.0
13	0.0	101.0	-9.0	-12.0	102.0
14	-2.0	99.0	-11.0	-6.0	99.0
15	0.0	103.0	-3.0	-1.0	95.0

Compounds shown so far with an aryl thioether with sulfur outside any ring:
nr	Compound	HRas wt GTP	Bcl-XL Bim block	Rac1 mut GTP	Cdc42 wt	Bfl-1 Bim block	Rac1 wt modul
2	CCCOc1ccc(CSc2nnc(CCC)n2N)cc1	107.0	-1.0	99.0	109.0	0.0	110.0
11	CCn1c(CNc2ccc(Cl)cc2)nnc1SCc1ccc(Cl)cc1	99.0	-3.0	96.0	101.0	2.0	103.0

nr	Bcl-W Bim block	Rab7 wt GTP bind	Bcl-B Bim block	Bcl-2 Bim block	Rab2 wt GTP
2	0.0	107.0	1.0	-2.0	103.0
11	-4.0	98.0	-8.0	-4.0	98.0

Carrying on.
nr	Compound	HRas wt GTP	Bcl-XL Bim block	Rac1 mut GTP	Cdc42 wt	Bfl-1 Bim block	Rac1 wt modul
16	CS(=O)(=O)c1ccc2nc(NC(=O)Nc3ccc(Cl)cc3)sc2c1	98.0	x	99.0	102.0	x	104.0
17	Clc1ccc(CSc2nnc([C@@H]3CCCN3)o2)cc1Cl	101.0	-4.0	100.0	103.0	-10.0	104.0
18	C=CCN(CC=C)c1nc2ccccc2nc1C(C#N)C(=O)OCCOC (stereo not given)	97.0	0.0	97.0	98.0	1.0	101.0
19	Cn1ccc2c([N+](=O)[O-])cccc2c1=O	100.0	0.0	99.0	96.0	-3.0	98.0
20	CCCn1c(SCc2nc3ccccc3s2)n[nH]c1=O	91.0	-2.0	94.0	92.0	0.0	93.0
21	CC(Cl)c1cc(-c2ncc(C(F)(F)F)cc2Cl)no1 (stereo not given)	96.0	0.0	97.0	97.0	-3.0	102.0
22	Cn1cc(Br)c(C(=O)NC(=S)N2CCN(c3ccccn3)CC2)n1	106.0	-5.0	102.0	103.0	3.0	102.0
23	C=CCn1c(N)cc(=O)nc1SCC(=O)NC(C)c1ccccc1 (stereo not given)	96.0	1.0	96.0	94.0	0.0	95.0
24	CCOc1cc(/C=C2\N=C3CCCCCN3C2=O)ccc1O	97.0	-3.0	94.0	93.0	-1.0	98.0
25	COC(=O)CSc1nnc2n(-c3ccc(OC)cc3)c(=O)c3c4c(sc3n12)CCCCC4	100.0	-1.0	95.0	102.0	0.0	98.0
26	COc1ccc(OC)c(C2C(C(C)=O)=C(O)C(=O)N2CCc2ccc(OC)c(OC)c2)c1 (stereo not given)	96.0	-3.0	93.0	97.0	1.0	98.0
27	COc1cccc(CN(C)C(=O)c2cc(COc3ccc4ncccc4c3)on2)c1	92.0	-3.0	87.0	91.0	-5.0	91.0
28	NC(=O)c1ccc(NC(=O)CN2CCN(c3ccc(Cl)cc3)CC2)cc1	99.0	-2.0	94.0	94.0	-6.0	95.0
29	CC(=O)N1C(=O)C2(C(C#N)=C(N)Oc3cc(C)oc(=O)c32)c2ccccc21 (stereo not given)	100.0	-5.0	100.0	101.0	-4.0	104.0
30	COc1cccc(CC(NC(C)=O)C(=O)NC2CCN(c3nc(C)cc(C)c3C#N)CC2)c1 (stereo not given)	101.0	-1.0	97.0	100.0	-2.0	99.0

nr	Bcl-W Bim block	Rab7 wt GTP bind	Bcl-B Bim block	Bcl-2 Bim block	Rab2 wt GTP
16	x	98.0	x	x	98.0
17	-2.0	102.0	-6.0	-4.0	100.0
18	1.0	98.0	1.0	2.0	97.0
19	-3.0	92.0	-3.0	-4.0	99.0
20	0.0	92.0	-5.0	1.0	95.0
21	0.0	102.0	-4.0	-4.0	99.0
22	-2.0	99.0	-23.0	-1.0	100.0
23	2.0	97.0	1.0	-3.0	98.0
24	1.0	105.0	-15.0	-1.0	96.0
25	3.0	96.0	-11.0	0.0	96.0
26	-1.0	93.0	-2.0	-5.0	95.0
27	-2.0	102.0	-13.0	-5.0	92.0
28	-2.0	101.0	-5.0	-5.0	98.0
29	1.0	99.0	0.0	-2.0	99.0
30	-3.0	95.0	-2.0	-3.0	101.0

Remaining list, next part:
nr	Compound	HRas wt GTP	Bcl-XL Bim block	Rac1 mut GTP	Cdc42 wt	Bfl-1 Bim block	Rac1 wt modul
31	Cc1cc(=O)oc(C)c1C(=O)OCC(=O)c1ccc2ccccc2c1	99.0	-13.0	101.0	101.0	-18.0	103.0
32	COc1ccc2c(c1)c(C(=O)CN1CCOCC1)c(C)n2C	95.0	0.0	96.0	95.0	1.0	97.0
33	COc1ccc(N=C2C(=Nc3ccc(OC)cc3)N(c3ccc(OC)cc3)C(=S)N2C)cc1	99.0	4.0	95.0	102.0	-3.0	106.0
34	O=C(Nc1ccc2c(c1)OCO2)c1ccc(Br)o1	102.0	-10.0	100.0	102.0	-8.0	102.0
35	CC(C)NC(=O)c1ccc(-c2cc(C(F)(F)F)ccc2Cl)o1	108.0	-1.0	103.0	109.0	-1.0	107.0
36	Cc1ccc(Cn2nnc(C(=O)Nc3cc(C)ccc3C)c2N)cc1	102.0	-3.0	100.0	103.0	-17.0	105.0
37	CCN(CC)S(=O)(=O)c1ccc(C(=O)Nc2c3c(nn2C(C)(C)C)CS(=O)(=O)C3)cc1	105.0	0.0	102.0	104.0	-2.0	106.0
38	Fc1ccc(OCc2nc3ccccc3s2)cc1	99.0	-4.0	98.0	97.0	-7.0	99.0
39	COC(=O)c1ccc(Oc2nc(Nc3ccccc3)nc(N(C)C)n2)cc1	97.0	-1.0	96.0	98.0	-13.0	99.0
40	Cc1nnc2n(c1=O)C(CS(=O)(=O)c1ccccc1)CS2 (stereo not given)	98.0	-4.0	96.0	99.0	-9.0	98.0
41	CCOC(=O)c1c(C)[nH]c(C(=O)COC(=O)c2oc3ccc(OC)cc3c2C)c1C	104.0	6.0	99.0	103.0	-9.0	109.0
42	CC(=O)Oc1ccc(-c2cccc(C(=O)Oc3ccccc3)c2)cc1	98.0	-4.0	98.0	96.0	-1.0	103.0
43	Cc1ccc(S(=O)(=O)NCCNC(=O)c2nonc2N)cc1	101.0	-4.0	100.0	99.0	0.0	102.0

nr	Bcl-W Bim block	Rab7 wt GTP bind	Bcl-B Bim block	Bcl-2 Bim block	Rab2 wt GTP
31	-1.0	97.0	-9.0	-10.0	98.0
32	1.0	98.0	2.0	2.0	96.0
33	3.0	100.0	-3.0	1.0	99.0
34	0.0	98.0	-3.0	-5.0	100.0
35	-2.0	100.0	-3.0	-1.0	108.0
36	2.0	99.0	-4.0	-15.0	99.0
37	-3.0	101.0	-2.0	1.0	104.0
38	-2.0	97.0	-7.0	-5.0	99.0
39	-2.0	100.0	-8.0	-6.0	97.0
40	1.0	97.0	-8.0	-9.0	98.0
41	4.0	102.0	-6.0	-6.0	99.0
42	0.0	94.0	-3.0	0.0	95.0
43	-1.0	102.0	-5.0	-3.0	98.0
